aDG glyco act: increases alpha dystroglycan glycosylation; Pro5-aDG cells, alpha-DG glycosylation AlphaScreen (IIH6); 0% Pro5, 100% B10-LARGE cell signal; activation, % at 10 µM; 0.22% of 360,000 active; AID 624168;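 active = activation of at least 8% versus controls, or a plate z-score of at least 8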;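 note: Pro5 are CHO cells carrying HIG-tagged alpha-DG that lacks glycosylation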
NR2E3 ag-1: agonists of human NR2E3 nuclear receptor; inhibition of corepressor binding, % at 3.98 µM; CHO-S Gal4-NCOR/VP16-NR2E3 two-hybrid, luciferase; 0.35% of 360,000 active; Q9Y5X4; AID 602229;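 active = inhibition above the mean of all tested compounds plus 3 SD, cut at about 70% in these data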;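 note: 0% = DMSO with NR2E3 transfected cells and 100% = cells lacking NR2E3 construct; higher means lower luciferase signal from less NR2E3 corepressor binding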
Target sequence (Q9Y5X4 whole entry, looked up, the tested form may be a part): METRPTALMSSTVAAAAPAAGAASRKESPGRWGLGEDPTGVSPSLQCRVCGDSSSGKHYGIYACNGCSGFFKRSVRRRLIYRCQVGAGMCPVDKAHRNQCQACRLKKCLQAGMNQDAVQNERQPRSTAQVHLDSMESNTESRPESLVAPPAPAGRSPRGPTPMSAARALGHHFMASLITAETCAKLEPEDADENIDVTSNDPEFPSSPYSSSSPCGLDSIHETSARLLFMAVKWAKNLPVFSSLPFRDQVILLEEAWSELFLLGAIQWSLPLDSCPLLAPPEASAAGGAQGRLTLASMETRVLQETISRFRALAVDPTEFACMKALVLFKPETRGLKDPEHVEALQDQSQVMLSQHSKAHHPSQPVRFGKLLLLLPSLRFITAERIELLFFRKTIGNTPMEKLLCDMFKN
CF NFkB inh: blocks PAF-induced NF-kB reporter in cystic fibrosis cells. KKLEB NF-kB-GFP reporter, GFP fluorescence overnight. inhibition, % at 5 µM. AID 588850. 0.86% of 360,000 active;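 active = at least 50% inhibition at 5 µM, scaled per plate between neutral and stimulator controls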;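 note: PAF is a Pseudomonas aeruginosa culture filtrate used as stimulus; plate controls were PAF-stimulated DMSO wells for no effect and unstimulated DMSO wells for full effect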
KKLEB cytotox: counter-screen for CF NF-kB inhibitors: cytotoxicity; KKLEB CF airway cells viability, ATPlite luminescence, overnight; hits give low values; cells stimulated with P. aeruginosa culture filtrate; activity change (cytotoxicity), % at 5 µM; 0.36% of 360,000 active; AID 602141;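 active = corrected activity change at or below -50% at 5 µM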
Peg3 prom inh: Peg3 promoter activity inhibition; HeLa PEG-Prom luciferase reporter, luminescence, overnight; inhibition, % at 20 µM; 1.7% of 360,000 active; AID 588405;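 active = inhibition of at least 50% at 20 µM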
hiPSC survival: increases survival of single human iPS cells; 0.044% of 360,000 active; hiPSC single-cell survival, ATPlite luminescence; 100% = ROCK inhibitor wells, 0% = DMSO; survival enhancement, % at 20 µM; in the data active = survival enhancement above about 18%;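 note: cells exposed to compounds for 16 hours before the ATP read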
NR2E3 ag-2: NR2E3 (human) agonism | GST-NR2E3/biotin-RetCOR TR-FRET, 1536-well | inhibition of corepressor binding, % at 4.78 µM | AID 2300 | 0.12% of 320,000 active | Q9Y5X4;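 active = percent inhibition above the cutoff of mean plus 3 SD of all tested compounds, set per screening campaign, cut at about 20% in these data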;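 note: 0% = DMSO wells and 100% = biotin wells as full block of FRET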
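system = GST-tagged NR2E3 plus biotinylated RetCOR corepressor | input = 1.35 nM GST-NR2E3 | also added = 7 nM biotin-RetCOR | schedule = 5 h incubation at 4 °C | measured by = TR-FRET with europium anti-GST and streptavidin-D2, 340 nm excitation | read-out = percent loss of FRET ratio relative to control wells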
Shn3 3UTR inh: inhibitors of Schnurri-3 3'UTR reporter in osteoblasts | Clone20 osteoblast Shn3 3'UTR firefly luciferase, 24 h | inhibition, % at 12.5 µM | 0.52% of 360,000 active | AID 588674;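 active = mean inhibition of at least 75% with every replicate also reaching 75%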;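 note: 0% = median of neutral control wells and 100% = pilot-screen positive control compound; some compounds past the cut are filed as inactive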
TWEAK Fn14 block: inhibitors of TWEAK-Fn14 interaction signaling | TWEAK-stimulated Fn14 reporter cells, luciferase luminescence, 8 h | inhibition, % at 10 µM | 2% of 360,000 active | AID 1159606; in the data active = inhibition above about 50%
HIF-2a block: inhibitors of HIF-2a. 786-0 RCC cells HIF-2a reporter, luciferase luminescence, overnight. inhibition, % at 18.8 µM. 0.72% of 360,000 active. AID 624352;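 active = inhibition of the luminescence signal of 40% or more relative to plate controls, in a single-dose primary screen at 18.75 µM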
MITF TRPM1 inh: MITF TRPM1 promoter inhibition in SK-MEL-5 cells. SK-MEL-5 TRPM1 promoter luciferase, 24 h. 0.83% of 330,000 active. inhibition, % at 12.5 µM;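 active = mean inhibition across replicates of 60% or more, whatever share of single replicates reaches that level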; note: values of inactives mirror those of a sister screen read the other way
The depositor's hits bear a star; · = not tested or not shown.

Value order – MITF TRPM1 inh	KKLEB cytotox	CF NFkB inh	Shn3 3UTR inh	NR2E3 ag-1	TWEAK Fn14 block	NR2E3 ag-2	HIF-2a block	hiPSC survival	Peg3 prom inh	aDG glyco act
- Cc1csc2nc(O)c(C(=O)NCC3CCCO3)c(=O)n12 (stereo not given)
 : 12	2	-56	4	4	13	1	17	-0.2	25	0.4
- CCN(CC(=O)Nc1c(F)cccc1F)C(=O)CNC(=O)c1ccc2c(c1)OCO2
 : -7	-16	-15	-7	-12	-23	4	10	-0.2	4	-0.1
- O=C1CCN(Cc2ccccc2)CCN1[C@H](COc1ccccc1)c1ccccc1
 : 14	8	-12	3	-25	-11	3	19	-0.2	14	0.0
- COCCN(C(=O)CSc1nnc(-c2ccco2)n1C)c1c(N)n(CC(C)C)c(=O)[nH]c1=O
 : -10	0	-14	-10	35	-13	3	8	0.8	-1	-0.2
- OC(CN1CCN(c2ccccc2)CC1)c1ccc2c(c1)CCN2 (stereo not given)
 : ·	4	-18	-21	2	7	-2	0	-1.1	-8	-0.3
- CC1(C)CC2(CC(c3ccc(F)cc3)c3ccc(O)cc3O2)NC(=S)N1 (stereo not given)
 : 10	17	-6	1	-7	-5	-1	19	-0.3	11	0.3
- COc1ccc(S(C)(=O)=O)cc1S(C)(=O)=O
 : 0	2	-9	9	13	0	2	12	-1.3	6	-0.2
- COc1ccccc1N=C1SCC(=O)N1Cc1ccco1
 : 12	-14	-19	9	15	-3	2	18	0.3	14	-0.2
- O=C(Nc1cnc2ccccc2c1)c1ccco1
 : -8	11	-6	3	-172	57*	-2	-64	-1.9	-115	0.1
- O=C(OC1CCOC1=O)c1cc(Cl)ccc1[N+](=O)[O-] (stereo not given)
 : 4	-6	-4	-9	0	6	-1	8	-0.1	26	-0.2
- CC[C@@H](C)[C@H](NC(=O)Cc1c(C)c2cc3c(C)c(C)oc3c(C)c2oc1=O)C(=O)O
 : 4	0	8	-15	-22	-1	-2	8	-0.3	4	0.0
- CC(C)OCCCNC(=O)c1sc(=S)n(C)c1N
 : -7	4	-1	-13	-19	0	-1	-3	-1.6	-3	0.0
- COc1ccc(C(=O)N=C2SC3CS(=O)(=O)CC3N2c2ccc(C(C)=O)cc2)cc1 (stereo not given)
 : -10	9	-17	-3	-3	-20	3	-1	-0.2	-5	-0.1
- Cc1ccc(-c2nnc(N3CCN(S(C)(=O)=O)CC3)c3ccccc23)cc1
 : 12	15	-6	-6	-11	7	3	14	1.8	25	0.2
- CC1(Cc2ccc(Cl)cc2)C(=O)Nc2c(Cl)cccc21 (stereo not given)
 : ·	7	-24	16	-1	5	·	4	5.9	6	0.2
- COc1cccc(OC)c1C(=O)NC(=S)NCc1ccco1
 : 6	4	-4	1	20	5	4	10	-2.4	3	0.0
- COc1ccccc1NC(=O)C(=O)NNC(=O)c1ccco1
 : -12	-3	4	-1	-7	-10	-2	-5	-0.7	-2	-0.1
- Cc1nc2ccccn2c1-c1csc(Nc2cccc(C(=O)O)c2)n1
 : -1	6	-5	8	-1	8	0	11	0.7	-12	0.8
- CCOc1ccc(CCN2C(=O)C(=O)N([C@@H](Cc3ccc(O)cc3)CN3CCC[C@H]3CN3C(=O)C(=O)NC[C@@H]3Cc3ccc(O)cc3)C[C@@H]2Cc2ccc(O)cc2)cc1
 : ·	·	·	·	-3	3	·	6	0.3	·	0.0
- Cc1ccc(/C=N\NC(=O)CCc2n[nH]c(=O)[nH]c2=O)o1
 : -25	2	-4	10	-5	-9	2	9	-2.2	5	-0.1

Gathered by group: the entries above containing an NH in an aromatic ring (2)
Value order – MITF TRPM1 inh	KKLEB cytotox	CF NFkB inh	Shn3 3UTR inh	NR2E3 ag-1	TWEAK Fn14 block	NR2E3 ag-2	HIF-2a block	hiPSC survival	Peg3 prom inh	aDG glyco act
- COCCN(C(=O)CSc1nnc(-c2ccco2)n1C)c1c(N)n(CC(C)C)c(=O)[nH]c1=O
 : -10	0	-14	-10	35	-13	3	8	0.8	-1	-0.2
- Cc1ccc(/C=N\NC(=O)CCc2n[nH]c(=O)[nH]c2=O)o1
 : -25	2	-4	10	-5	-9	2	9	-2.2	5	-0.1

Later entries
Value order – MITF TRPM1 inh	KKLEB cytotox	CF NFkB inh	Shn3 3UTR inh	NR2E3 ag-1	TWEAK Fn14 block	NR2E3 ag-2	HIF-2a block	hiPSC survival	Peg3 prom inh	aDG glyco act
- CCC(CC)NC(=O)COC(=O)c1cc(SC)ccc1Cl
 : 13	0	6	7	-3	-3	2	12	0.0	11	-0.1
- CCOC(=O)C(NC(=O)c1cccc(Cl)c1)(Nc1nnc(C)s1)C(F)(F)F (stereo not given)
 : -5	6	-9	-8	-43	-4	1	15	-0.5	9	-0.2
- Cc1cc(=O)oc2c(C)c(OCC(=O)N(C)C)ccc12
 : 0	7	3	6	10	-4	0	9	1.0	-6	0.2
- CCCCOc1ccc(S(=O)(=O)NC(=O)NCc2ccc(OCCC)cc2)cc1
 : 0	12	1	-15	-30	8	-1	-3	0.2	14	0.1
- Cc1ccc(NC(=O)Cn2ncc(Cl)c(Cl)c2=O)cc1S(=O)(=O)N1CCCCC1
 : 97*	-10	86*	47	6	86*	6	94*	7.7	107*	-0.2
- Cc1cc(C(=O)COC(=O)CN(C)S(=O)(=O)c2ccc(Cl)cc2)c(C)n1CC1CCCO1 (stereo not given)
 : 9	-1	5	-18	-16	-14	0	7	0.6	40	-0.1
- Cn1cc(C(=O)Nc2ccccn2)c(=O)c2ccccc21
 : -59	7	-49	-91	-49	-25	·	-180	-0.6	-183	-0.1
- O=C(Nc1nnc(CSCc2ccc(Cl)cc2)s1)c1cccc([N+](=O)[O-])c1
 : -8	-2	27	2	-35	38	0	17	16	23	0.2
- CCOc1cc(Cl)c(S(=O)(=O)NCCCn2ccnc2)cc1Cl
 : 2	8	-4	56	9	14	-5	-10	-0.7	15	1.5
- COc1ccc(NC(C)=O)cc1S(=O)(=O)NC1CCSc2ccccc21 (stereo not given)
 : 4	-6	-11	6	-27	15	8	0	1.5	-1	-0.1
- Cc1ccc(C(=O)NCCCN2CCOCC2)cc1N1CCCC1=O
 : -7	1	-3	-2	-4	8	6	13	-0.3	6	-0.1
- O=C(Nc1ccncc1NC(=O)c1cccc([N+](=O)[O-])c1)c1cccc([N+](=O)[O-])c1
 : -9	-1	-15	-1	-40	-1	-2	12	-0.5	58*	0.6
- CCCCOC(=O)C(NC(=O)c1ccccc1)=C(C)C
 : 11	-3	4	-9	17	-3	4	13	-1.9	7	-0.3
- CCC1(c2ccc(F)cc2)NC(=O)N(CC(=O)NCC(=O)Nc2cccc(C)c2C)C1=O (stereo not given)
 : 1	-10	-12	-5	12	19	-1	4	-0.1	4	0.4
- CCN1CCc2c(sc3c2c(NCc2ccco2)nc2nnnn23)C1
 : -7	14	-22	-5	-22	-21	4	12	-4.5	7	0.0
- COc1ccc(NC(=O)CS(=O)(=O)c2ccc(Br)cc2)cc1
 : 4	-2	-8	3	-12	15	0	3	0.5	-10	0.0
- Cc1cc(C)c(S(=O)(=O)NC(C)C)c(C)c1-n1cnnn1
 : 5	14	-8	12	-12	0	0	23	-2.5	12	-0.5
- C(=NNc1ccc2ccccc2n1)c1ccccn1
 : ·	-52*	13	92*	-80	101*	·	69*	-1.8	76*	0.4
- Cc1ccc(C)c(NC(=O)NNC(=O)c2cc3ccccc3cc2O)c1
 : 2	-18	-26	-13	-38	6	6	16	0.9	43	0.0
- O=S(=O)(c1ccc(F)cc1)N1CCC(O)(c2ccc3c(c2)OCO3)CC1
 : -9	0	1	-4	-5	-13	3	8	3.3	-1	-0.1

Structural class: the compounds so far containing a COOH group
Value order – MITF TRPM1 inh	KKLEB cytotox	CF NFkB inh	Shn3 3UTR inh	NR2E3 ag-1	TWEAK Fn14 block	NR2E3 ag-2	HIF-2a block	hiPSC survival	Peg3 prom inh	aDG glyco act
- CC[C@@H](C)[C@H](NC(=O)Cc1c(C)c2cc3c(C)c(C)oc3c(C)c2oc1=O)C(=O)O
 : 4	0	8	-15	-22	-1	-2	8	-0.3	4	0.0
- Cc1nc2ccccn2c1-c1csc(Nc2cccc(C(=O)O)c2)n1
 : -1	6	-5	8	-1	8	0	11	0.7	-12	0.8

The results go on:
Value order – MITF TRPM1 inh	KKLEB cytotox	CF NFkB inh	Shn3 3UTR inh	NR2E3 ag-1	TWEAK Fn14 block	NR2E3 ag-2	HIF-2a block	hiPSC survival	Peg3 prom inh	aDG glyco act
- COCc1cc(=O)[nH]c2cc(NC(=O)C(C)(C)CCl)c(C)cc12
 : 0	1	16	8	-26	-15	-4	1	-0.1	12	0.2
- O=C(NC1CCCC1)C(c1ccc(Cl)cc1)N1CCN(C2CCCCC2)CC1 (stereo not given)
 : 2	3	2	·	4	-33	1	4	-0.2	4	0.6
- COc1cccc(CNc2nc3nc4c(c(=O)n3[nH]2)CCC4)c1
 : 13	8	-2	-2	-7	14	1	0	1.3	8	-0.2
- CC(OC(=O)Cc1ccc(Br)cc1)C(=O)NC1CCCC1 (stereo not given)
 : 2	-2	2	15	-7	-2	·	6	-3.3	6	0.1
- CCOc1cc(/C=N/N=C2/NC(=O)C(CC(=O)O)S2)ccc1OCc1ccc(Cl)cc1Cl (stereo not given)
 : 11	3	-9	9	-27	-18	4	10	-0.3	18	-0.2
- Fc1ccccc1NC(=S)N1CCCCC1
 : -5	-5	-3	13	-19	-3	0	10	2.5	4	-0.3
- CC(=O)NC1(c2ccc(F)cc2)CCN(C(=O)c2c(F)cccc2F)CC1
 : -2	-10	13	-5	-2	3	-1	10	0.3	11	0.1
- CC(=O)/C(C#N)=C1\NC(=O)C(Cc2ccc(F)cc2)S1 (stereo not given)
 : -5	4	-12	8	-12	-65	1	3	0.3	-5	-0.1

Among those listed so far, three contain a nitro group on carbon.
Value order – MITF TRPM1 inh	KKLEB cytotox	CF NFkB inh	Shn3 3UTR inh	NR2E3 ag-1	TWEAK Fn14 block	NR2E3 ag-2	HIF-2a block	hiPSC survival	Peg3 prom inh	aDG glyco act
- O=C(OC1CCOC1=O)c1cc(Cl)ccc1[N+](=O)[O-] (stereo not given)
 : 4	-6	-4	-9	0	6	-1	8	-0.1	26	-0.2
- O=C(Nc1nnc(CSCc2ccc(Cl)cc2)s1)c1cccc([N+](=O)[O-])c1
 : -8	-2	27	2	-35	38	0	17	16	23	0.2
- O=C(Nc1ccncc1NC(=O)c1cccc([N+](=O)[O-])c1)c1cccc([N+](=O)[O-])c1
 : -9	-1	-15	-1	-40	-1	-2	12	-0.5	58*	0.6

Retrieved by structure from the entries so far, two records:
Value order – MITF TRPM1 inh	KKLEB cytotox	CF NFkB inh	Shn3 3UTR inh	NR2E3 ag-1	TWEAK Fn14 block	NR2E3 ag-2	HIF-2a block	hiPSC survival	Peg3 prom inh	aDG glyco act
- Fc1ccccc1NC(=S)N1CCCCC1
 : -5	-5	-3	13	-19	-3	0	10	2.5	4	-0.3
- CC(=O)NC1(c2ccc(F)cc2)CCN(C(=O)c2c(F)cccc2F)CC1
 : -2	-10	13	-5	-2	3	-1	10	0.3	11	0.1

Bioassay records as filed in PubChem BioAssay.
